High-throughput results (PubChem)
MEP2 TOR yeast – modulators of MEP2-GFP levels in yeast, primary screen, S. cerevisiae, multiplex flow cytometry, MLPCN library | S. cerevisiae MEP2-GFP strain, 3 h; 100% = DMSO control level | GFP response vs DMSO, % at 10 µM | actives 0.51% (n = 330,000) | AID 2016, 2009;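 active means GFP response versus DMSO above a set limit, roughly screen mean plus 3 SD, cut at about 180% in these data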;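 further: median GFP fluorescence of the barcode-gated MEP2-GFP cells per well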
GRK2 aptamer HTS – compounds blocking aptamer binding on GRK2 – biochemical, human GRK2, bead flow cytometry, HTS, primary screen; Beta-adrenergic receptor kinase 1 (Homo sapiens), P25098; FAM-aptamer displacement from GRK2; inhibition of aptamer binding, % at 10 µM; actives 0.59% (n = 330,000); AID 488847, 2010;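 active means inhibition of aptamer binding above 40%, roughly 3 SD of noise, on plates passing a quality check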;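 further: median bead fluorescence of bound FAM aptamer so fluorescent compounds give negative values; no value below 0 was filed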
LAP4-GFP MLPCN – modulators of LAP4-GFP expression in yeast, primary screen, S. cerevisiae, multiplex flow cytometry, MLPCN library | actives 0.34% (n = 320,000) | AID 2023, 2009 | 3 h; median GFP as percent of DMSO wells | GFP response vs DMSO, % at 10 µM;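 active means GFP response vs DMSO above a set limit, about the screen mean plus 3 SD, cut at about 150% in these data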
JMJD2C inh – inhibitors of GASC-1 histone demethylase, primary screen, biochemical, fluorescence, DELFIA europium | Lysine-specific demethylase 4C (Homo sapiens), Q9H3R0 | actives 0.069% (n = 330,000) | inhibition, % at 2.35 µM | GST-JMJD2C(1-420) H3K9me3 demethylation;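 active means more than half of a compound's replicate wells show inhibition beyond 50%, single wells judged on their own value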;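 further: signal counts dimethyl H3K9 product captured on neutravidin plate; 0% = median of DMSO wells and 100% = 0.3 times that DMSO median; strong numbers were not always called active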
CIT2-GFP yeast – modulators of CIT2-GFP expression in yeast, primary screen, S. cerevisiae, GFP fusion, multiplex flow cytometry, MLPCN library. S. cerevisiae CIT2-GFP strain, 3 h; 100 means same as DMSO wells. GFP response vs DMSO, % at 10 µM. actives 0.065% (n = 320,000);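 active means GFP response relative to DMSO above a set limit, near the screen mean plus 3 SD, cut at about 150% in these data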;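 further: ratio of well median GFP fluorescence to mean of DMSO wells on the plate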
RPL19A TOR yeast – RPL19A-GFP expression modulators in yeast, primary screen, cell-based, S. cerevisiae, multiplex flow cytometry, MLPCN | S. cerevisiae RPL19A-GFP strain, 3 h; active compounds read low | percent response vs DMSO, % at 10 µM | actives 0.3% (n = 330,000) | AID 2025, 2009;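 active means percent response vs DMSO below 50%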;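 further: median channel GFP fluorescence of the barcoded RPL19A-GFP strain; ratio of sample median GFP to plate DMSO average so 100% = DMSO; lower means less RPL19A-GFP as with rapamycin TOR inhibition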
AGP1 TOR yeast – modulators of AGP1-GFP expression in yeast TOR pathway, primary screen, cell-based, multiplex flow cytometry, S. cerevisiae, MLPCN library; 3 h; GFP as percent of DMSO wells; AID 2066, 2009; GFP response vs DMSO, % at 10 µM; actives 0.02% (n = 320,000);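 active means GFP response relative to DMSO above a set limit, near screen average plus 3 SD, cut at about 150% in these data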;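 further: median GFP channel fluorescence of the gated AGP1 strain per well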
VLA-4 inh – inhibition in human VLA-4 binding assay, primary screen, VLA-4 allosteric modulator project, MLPCN library, flow cytometry, VLA-4 expressing cells | Integrin alpha-4 (Homo sapiens), P13612 | inhibition, % (about 7 µM as worked out from the volumes in the protocol) | AID 2557, 2010 | ligand binding flow cytometry | actives 0.2% (n = 330,000); in the data active means inhibition above about 50%
Target sequence (P13612 whole entry, looked up): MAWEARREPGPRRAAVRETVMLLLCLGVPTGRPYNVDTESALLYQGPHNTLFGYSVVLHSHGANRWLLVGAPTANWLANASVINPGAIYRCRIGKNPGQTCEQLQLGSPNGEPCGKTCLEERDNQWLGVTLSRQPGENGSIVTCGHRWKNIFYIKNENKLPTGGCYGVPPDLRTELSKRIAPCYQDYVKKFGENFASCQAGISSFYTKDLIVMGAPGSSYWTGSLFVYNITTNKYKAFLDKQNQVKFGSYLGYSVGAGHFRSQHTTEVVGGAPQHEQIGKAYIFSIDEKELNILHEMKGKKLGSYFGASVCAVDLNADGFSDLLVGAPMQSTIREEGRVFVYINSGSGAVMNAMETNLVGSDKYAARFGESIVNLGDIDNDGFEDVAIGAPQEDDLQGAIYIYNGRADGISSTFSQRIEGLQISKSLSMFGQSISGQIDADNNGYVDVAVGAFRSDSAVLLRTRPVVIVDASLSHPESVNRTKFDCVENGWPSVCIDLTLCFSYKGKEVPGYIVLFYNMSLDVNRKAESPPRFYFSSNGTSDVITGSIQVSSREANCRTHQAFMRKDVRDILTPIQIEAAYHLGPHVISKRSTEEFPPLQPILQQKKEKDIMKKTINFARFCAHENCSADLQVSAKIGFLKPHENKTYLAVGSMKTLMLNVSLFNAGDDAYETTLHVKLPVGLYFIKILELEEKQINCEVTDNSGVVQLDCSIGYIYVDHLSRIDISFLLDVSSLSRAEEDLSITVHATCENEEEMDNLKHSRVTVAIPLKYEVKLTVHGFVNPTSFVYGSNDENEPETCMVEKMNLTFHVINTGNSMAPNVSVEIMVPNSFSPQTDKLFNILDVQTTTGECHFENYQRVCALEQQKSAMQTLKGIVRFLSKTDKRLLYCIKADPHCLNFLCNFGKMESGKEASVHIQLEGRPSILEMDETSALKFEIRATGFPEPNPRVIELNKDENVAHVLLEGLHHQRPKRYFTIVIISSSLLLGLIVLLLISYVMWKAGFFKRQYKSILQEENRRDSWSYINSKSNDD
The depositor's hits bear a star; x = not tested or not shown.

Fields: MEP2 TOR yeast	GRK2 aptamer HTS	LAP4-GFP MLPCN	JMJD2C inh	CIT2-GFP yeast	RPL19A TOR yeast	AGP1 TOR yeast	VLA-4 inh
COc1ccc(C(=O)NCCc2nnc(SCC(=O)Nc3ccccc3)n2C)cc1
 : 99	1	99	4	98	97	103	18
CCOC(=O)C1CCN(c2c(NCc3ccc(C(=O)Nc4ccc(C)cc4)cc3)c(=O)c2=O)CC1
 : 98	2	101	-3	96	95	101	-8
Cc1ccsc1C(=O)OCC(=O)N1CC(C)CC(C)C1 (stereo not drawn)
 : 113	1	125	0	106	108	116	5
CC(C)Oc1ccc(C(=O)NCc2cccs2)cc1
 : 93	0	169*	-3	86	79	104	16
O=C(Cc1ccccc1)c1c[nH]c(C(=O)NC2CCCC2)c1
 : 91	1	103	2	88	96	100	4
CCOCCCNC(=O)C1CCN(S(=O)(=O)N2CCCCC2)CC1
 : 102	3	102	-1	100	96	101	-1
CCN(CC)S(=O)(=O)c1cc(NC(=O)c2ccc3c(c2)NC(=O)C(C)S3)ccc1C (stereo not drawn)
 : 100	3	103	11	92	95	95	4
CC(C)(C)NC(=O)c1ccc(COc2ccc(Cl)cc2Cl)o1
 : 106	0	96	-17	100	105	94	-13
O=C(CSc1n[nH]c(=O)[nH]c1=O)Nc1ccc(SC(F)F)cc1
 : 99	0	97	-4	102	96	99	-21
O=C(COC(=O)c1ccc(Cl)nc1)c1ccc2c(c1)OCCO2
 : 105	2	98	-2	94	102	95	23
Cc1ccc(O)c(NC(=O)C2CCCCC2)c1
 : 93	3	102	-23	82	90	92	-1
NC(=O)Cn1cc(C(=O)COc2ccccc2)c2ccccc21
 : 90	2	97	-20	97	95	99	-136
COc1ccc(-c2cn3ccsc3n2)cc1
 : 91	0	97	5	89	96	88	8
COc1ccc(N(CC(=O)NC2CCCC2)C(=O)c2csnn2)cc1
 : 92	5	98	3	101	99	98	-17
COc1ccc(C(=O)O/N=C(\N)c2ccccc2)c(OC)c1
 : 102	8	99	-4	109	107	92	3
O=C(NCCCc1ccncc1)C1CCC(=O)N(Cc2cccc(C(F)(F)F)c2)C1 (stereo not drawn)
 : 100	7	77	-21	86	107	92	1
CCc1ccc(N2C(=O)c3ccc4c5c(ccc(c35)C2=O)CC4)cc1
 : 103	0	96	8	98	92	94	-7
COc1ccc(NC(=O)C2CC(=O)N=C(N)S2)cc1 (stereo not drawn)
 : 92	0	103	9	96	100	101	5
Cc1nc(C/C(=N\Nc2ccccc2)c2ccc(O)cc2O)cs1
 : 109	0	114	-2	101	99	100	-8
Cc1ccc(CNC(=O)CN2C(=O)NC3(CCCC3)C2=O)cc1
 : 105	0	105	2	110	104	110	-2

New compounds follow.
Fields: MEP2 TOR yeast	GRK2 aptamer HTS	LAP4-GFP MLPCN	JMJD2C inh	CIT2-GFP yeast	RPL19A TOR yeast	AGP1 TOR yeast	VLA-4 inh
CCCNC(=O)c1ccc2c(c1)S(=O)(=O)c1ccccc1C2=O
 : 94	3	77	0	92	95	91	-2
Cc1sccc1/C=N/NC(=O)c1cccc2ccccc12
 : 105	1	86	7	111	106	88	0
COc1ccc(NC(=O)CSc2nc(O)c(Cc3ccccc3)c(=O)[nH]2)cc1
 : 100	3	95	-4	98	x	99	5
COc1ccccc1CNC(=O)COc1cccc(-n2cnnn2)c1
 : 96	2	110	0	99	95	104	-2
COc1ccnc(-n2cccc2/C=N/O)c1C#N
 : 94	0	96	0	88	88	x	5
CC(C)c1ccc(NC(=O)CCNC(=O)Cn2ccc3ccccc3c2=O)cc1
 : 99	1	90	-7	98	99	95	0
Cc1ccc(SCc2cc(=O)[nH]c(N3CCN(Cc4ccc5c(c4)OCO5)CC3)n2)cc1
 : 102	2	96	-2	106	101	102	-5
Nc1ccc(C(=O)Nc2cccc3ncccc23)cc1
 : 108	0	96	-5	100	101	92	18
CCC(C)c1ccc(NC(=O)COc2c(F)c(F)c(C(F)(F)F)c(F)c2F)cc1 (stereo not drawn)
 : 104	1	92	1	105	102	94	-3
NNC(=O)Cn1c(-c2ccccc2)cc(=O)n2ncnc12
 : 97	2	109	4	105	96	106	7
Cc1ccc(C(C(=O)NCc2ccco2)N(C(=O)Cc2cccs2)c2cccnc2)cc1 (stereo not drawn)
 : 103	3	95	-21	91	93	96	11
CCOCCCNC(=O)C(NC(=O)CC1NC(=O)NC1=O)c1ccc(Cl)cc1 (stereo not drawn)
 : 100	4	101	x	93	96	94	21
Cc1ccc(-c2[nH]c3ccccc3c2SCCNC(=O)c2ccc(S(=O)(=O)N3CCOCC3)cc2)cc1
 : 103	1	114	14	99	107	101	-22
O=C(CCN1CCOCC1)N/N=C/c1cc([N+](=O)[O-])ccc1OC(F)F
 : 103	0	104	3	93	100	99	8
CC(C)CCn1c(=O)c2ccccc2n2c(=S)[nH]nc12
 : 104	0	119	10	89	99	102	17
Cc1ccc(-c2nnn(CC(=O)N3CCN(c4ccccc4)CC3)n2)o1
 : 97	0	107	6	96	99	93	-12
Cc1ccc(CNC(=O)C2CCC(=O)N(CCc3ccc(Cl)cc3)C2)s1 (stereo not drawn)
 : 101	0	93	2	105	101	100	-18
O=C1c2ccccc2-c2c1cccc2C(=O)N1CCN(C(=O)c2ccco2)CC1
 : 99	0	98	15	100	101	98	32
O=c1ccc2ccc(OCc3nnc(-c4ccccc4Br)o3)cc2o1
 : 105	0	101	-7	100	99	103	-8
CCOC(=O)C1=C(c2ccccc2)NC(=S)NC1c1cccc([N+](=O)[O-])c1 (stereo not drawn)
 : 108	0	106	-7	102	103	98	21

Following part.
Fields: MEP2 TOR yeast	GRK2 aptamer HTS	LAP4-GFP MLPCN	JMJD2C inh	CIT2-GFP yeast	RPL19A TOR yeast	AGP1 TOR yeast	VLA-4 inh
Nc1nc(CSCc2ccccc2)nc(N2CCOCC2)n1
 : 89	0	89	12	86	87	88	0
C/C(=N\N1CCN(C2c3ccccc3-c3ccccc32)CC1)c1ccco1
 : 96	0	93	0	100	99	91	-2
CC1(C)OC(=O)C(=CNC(CO)C(=O)O)C(=O)O1 (stereo not drawn)
 : 93	0	99	53	98	94	99	-1
O=c1[nH]c(/C=C/c2ccc3c(c2)OCO3)c([N+](=O)[O-])c(=O)[nH]1
 : 103	3	104	-9	110	106	102	8
CC(C)(C)NS(=O)(=O)c1cnc(Cl)c(Cl)c1
 : 110	0	105	7	100	100	x	-12
COc1ccccc1NC(=O)C1CCCN1C(=O)NC1CCCCC1 (stereo not drawn)
 : 93	0	78	9	84	97	94	19
COc1cc(C#N)c(NC(=S)N2CCOCC2)cc1OC
 : 115	0	105	20	121	106	119	7
Cc1cc(S(=O)(=O)NCCN2CCOCC2)c(C)s1
 : 96	2	91	3	77	98	99	0
CCN(CC)S(=O)(=O)c1cc(NC(=O)[C@@H](NC(N)=O)C(C)C)ccc1C
 : 111	2	107	10	100	103	103	19
Cn1c(N)c(C(=O)COC(=O)/C=C/c2ccc(F)cc2)c(=O)n(C)c1=O
 : 101	2	92	-2	96	96	98	14
C=CCOc1ccc(S(C)(=O)=O)cc1
 : 102	0	98	-20	102	104	102	9
Cc1ccc(OCC(=O)N2CCc3ccccc3C2)c(C)c1
 : 99	3	99	4	89	102	96	4
CCN1CCN(CC(=O)Nc2cc(C)c(C)cc2[N+](=O)[O-])CC1
 : 102	0	99	-1	103	102	106	0
CN1CC=C2C(C#N)=C(N)C(C#N)(C#N)[C@H](c3cccc(Cl)c3)C2C1 (stereo partly drawn)
 : 98	0	97	-9	96	99	100	-7
COc1ccc2cc(OCC(=O)NNC(=O)Nc3ccc(F)cc3)ccc2c1
 : 102	0	103	-15	101	100	97	-2
COc1cc(C(=O)NC2CCCCCCC2)cc(OC)c1OC
 : 101	4	109	1	101	99	106	25
CC(=O)NC1=NN(C(C)=O)C(C)(CCS(=O)(=O)c2ccc(Cl)c(Cl)c2)S1 (stereo not drawn)
 : 103	2	96	13	97	106	99	-7
CCN(CCNC(=O)CS(=O)(=O)Cc1nc(-c2cccc(OC)c2)oc1C)c1ccccc1
 : 95	0	99	8	103	95	92	16
CCOc1ccc(-n2cnnn2)cc1S(=O)(=O)NCc1ccccc1
 : 100	1	99	1	106	97	101	-9
Cc1cccc(OCc2nnc(NC(=O)Cc3cccs3)s2)c1
 : 106	0	109	-31	102	107	108	1

The list goes on.
Fields: MEP2 TOR yeast	GRK2 aptamer HTS	LAP4-GFP MLPCN	JMJD2C inh	CIT2-GFP yeast	RPL19A TOR yeast	AGP1 TOR yeast	VLA-4 inh
O=C(CCCCC(=O)Nc1ccc(F)cc1F)Nc1ccc(F)cc1F
 : 106	0	102	4	102	101	102	0
C/C=C1\COC(C(=O)NCc2ccccc2)(C(F)(F)F)C=C1C=C(C)C (stereo not drawn)
 : 90	2	105	-4	92	96	87	1
COCC1CCN(C(=O)C2CCC(=O)N(C3CCCCCC3)C2)CC1 (stereo not drawn)
 : 97	0	69	3	98	110	93	27
O=C(c1ccc(O)cc1)c1ccc(C(=O)c2ccc(O)cc2)cc1
 : 101	0	117	1	103	107	103	0
CCSc1n[nH]c(=O)[nH]c1=O
 : 101	5	101	3	108	98	104	0
Cc1ccc(NC(=O)CCNS(=O)(=O)c2ccc3c(c2)CCC(=O)N3)cc1C
 : 105	3	104	5	107	103	108	15
O=C(NC1CCCC1)c1ccc([N+](=O)[O-])s1
 : 93	3	101	-12	83	98	92	5
O=C(CSc1nc2ccccc2[nH]1)NCCCn1ccnc1
 : 103	0	107	-2	96	100	105	-4
CCCc1ccc(C(C)NC(=S)NC2CCCCC2)cc1 (stereo not drawn)
 : 116	1	88	-2	91	111	86	5
COC(=O)c1nn(-c2nc(-c3cccc(OC)c3)cc(C(F)(F)F)n2)cc1[N+](=O)[O-]
 : 107	1	106	-3	102	105	114	12
CC(C)(C)NC(=O)CCSc1nnc(-c2ccco2)o1
 : 100	0	97	9	96	103	89	11
CCCSc1nnc(Sc2nnnn2-c2ccccc2)s1
 : 104	0	122	-1	72	97	88	-21
Cn1c(=O)c2c(nc(SCC(=O)c3ccccc3F)n2C)n(C)c1=O
 : 101	0	97	-25	103	102	106	3
CN(CC(=O)Nc1ccc(N2CCOCC2)cc1)CC(=O)Nc1cccc(C#N)c1
 : 101	4	99	-2	85	102	78	-2
COC(=O)CCCC1=CC2=C(c3ccccc3)C(=O)C(C)(OC(=O)C3CCCC3)C(=O)C2=CN1CCN1CCOCC1 (stereo not drawn)
 : 91	1	103	7	68	93	77	-5
O=C(Nc1ccc([N+](=O)[O-])cc1)Nc1cnccn1
 : 101	0	113	6	101	105	107	7
Cc1ccc(C)c(S(=O)(=O)NNC(=O)Nc2ccccc2Cl)c1
 : 91	0	96	-8	93	98	96	2
COc1cc(/C=N/n2nnnc2N)ccc1OC(C)=O
 : 108	1	91	34	112	110	103	-7
COc1ccc(NC(=S)N/N=C2/CCCc3c(C)cc(C)cc32)cc1
 : 99	0	99	-5	97	103	98	6
O=C(c1ccco1)N(Cc1ccc2c(c1)OCO2)Cc1cc2cc3c(cc2[nH]c1=O)OCO3
 : 108	6	110	9	102	101	105	-12
N#CNC(=Nc1cccc(Cl)c1)Oc1ccccc1
 : 101	2	110	10	99	103	107	5
C=CC[C@H](CC(=O)N(CCO)Cc1ccccc1)C(=O)N[C@H](COC(=O)[C@@H](CC=C)CC(=O)OC(C)(C)C)Cc1ccccc1
 : 100	0	95	3	95	95	98	17
